# Source: PubChem BioAssay
# DT40 TDP1 CPT = growth inhibition of DT40 Tdp1-/-;hTDP1 cells with camptothecin (screen for TDP1 inhibitors). chicken DT40 Tdp1-/-;hTDP1 cells + 20 nM CPT, ATP luminescence, 48 h. Potency, µM (top dose mostly 46.2 µM), for inactives: top-dose activity change, negative = growth inhibition, usual class: inhibitors. actives 12% (n = 420,000). AID 686979; also: nearly all actives have a fitted effect of over 55% in size
#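 Chicken DT40 Tdp1-/- cells stably complemented with human TDP1 were seeded at 400 cells/well in medium containing 20 nM camptothecin, exposed to pin-transferred compounds, and grown at 37 °C for at least 48 hr. Viability was read as ATP luminescence.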
# N370S GC = inhibitors or activators of N370S glucocerebrosidase for Gaucher disease. AID 2101. N370S GC spleen homogenate, 4MU-glucoside fluorescence. Potency, µM (doses to about 59.4 µM), for inactives: at the top dose activity change, negative = inhibition, usual class: inhibitors. actives 0.092% (n = 330,000);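 also: 0% = full enzyme activity and -100% = no enzyme basal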
# FEN1 inh = inhibitors of human flap endonuclease 1 | P39748 | Recombinant FEN1 flap cleavage, fluorescence, 15 min | Potency, µM (highest dose often 114 µM), for the others: at the top dose activity change, negative = inhibition, actives largely listed as inhibitors | actives 0.35% (n = 390,000); also: nearly all actives have a fitted effect of over 65% in size
# Target sequence (P39748 whole entry, looked up): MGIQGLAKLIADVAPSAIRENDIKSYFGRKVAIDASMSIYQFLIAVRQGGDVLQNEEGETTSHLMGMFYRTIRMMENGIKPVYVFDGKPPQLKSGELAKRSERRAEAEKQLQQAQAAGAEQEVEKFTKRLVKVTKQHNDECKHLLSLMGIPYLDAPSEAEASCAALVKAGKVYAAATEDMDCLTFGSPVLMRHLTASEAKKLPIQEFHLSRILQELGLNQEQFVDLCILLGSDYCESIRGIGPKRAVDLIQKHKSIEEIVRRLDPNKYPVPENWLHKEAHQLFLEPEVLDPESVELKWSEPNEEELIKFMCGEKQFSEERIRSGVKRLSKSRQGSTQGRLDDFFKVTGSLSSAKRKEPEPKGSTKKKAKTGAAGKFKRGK
#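 Steps: FEN1 (10 nM) dispensed; compound added by pin tool; 15 min at room temperature; substrate added to 50 nM final; reads at 0 min and 15 min; data normalized and fitted (four-parameter Hill).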
# The depositor's hits bear a star; ? = inconclusive; nt = no result given; & = joins results of further samples. Calls follow the shape of the dose curve; as a rule, active = well fitted curve in the direction sought with a large enough effect; inconclusive = small, poorly fitted or top-dose-only effect, or another doubt; inactive = no such curve, though single readings can be large; an effect the other way counts as inactive or inconclusive. Unless noted, % is scaled to controls: 0 for no effect and ±100 for the full control effect; potency is read from the fitted curve at half-maximal effect. This is a subset; the hit share may differ from the screen's.
SMILES,DT40 TDP1 CPT,N370S GC,FEN1 inh
CCOC(=O)N1CCN(C(=O)CN(c2ccc(OCC)cc2)S(C)(=O)=O)CC1,-2%,-3%,-2%
CC(=O)N(NC(=O)c1ccc(C)cc1)C1CC(=O)N(c2ccccc2Cl)C1=O (stereo unspecified),-8%,5%,-2%
N#Cc1ccc(OCC(=O)OCC(=O)Nc2sccc2C(N)=O)cc1,9%,nt,7%
COc1cccc(-n2c(SCc3cc(=O)oc4cc(O)c(O)cc34)nc3ccccc3c2=O)c1,?,11%,50µM*
CC(C)Nc1nc(NC(C)C)nc(C(=O)OCCO)n1,2%,1%,13%
Cc1nnc(NC(=O)CSc2nnc(C)c(=O)n2N)s1,14%,-15%,-7%
Cc1c(C(=O)OCC(=O)N(C)c2ccccc2)oc2ccccc12,-7%,0%,0%
Cc1cc(C(=O)CCC(=O)NCC2COc3ccccc3O2)c(C)s1 (stereo unspecified),-12%,-4%,-2%
Cc1ccccc1OCC(O)Cn1c(=N)n(CCN2CCOCC2)c2ccccc21 (stereo unspecified),?,?,1%&0%
Fc1cc(Br)ccc1NC(=S)Nc1ccccc1,-8%,4%,-4%
NC(=O)COC(=O)c1cccc(S(=O)(=O)N2CCCc3ccccc32)c1,?,5%,9%
CCn1c(=O)n(CC(=O)NCC2CCCO2)c(=O)c2c3c(sc21)CCCC3 (stereo unspecified),-4%,-6%,-3%
Cc1ccc2[nH]cc(CCNC(=O)/C=C/c3ccco3)c2c1,-3%,-5%,9%
CCN(CC)C(=O)[C@H]1CC(CC(=O)NCCc2ccccn2)C(=O)N2CCc3c([nH]c4ccccc34)[C@]12C (stereo partly specified),-13%,nt,-13%
Cc1cc(C(=O)NNC(=O)c2cccs2)nn1C(C)(C)C,2%,-2%,-12%
COc1cc(-c2nc(SCC(=O)Nc3ccc4c(c3)OCO4)c(-c3ccccc3)[nH]2)cc(OC)c1OC,?,nt,-20%
COC(=O)[C@H](CC(C)C)NC(=O)N1CCCCC1C (stereo partly specified),-20%,2%,15%
CCOC(=O)c1ccccc1NC(=O)CSc1nc2ncccc2o1,4%,nt,1%
C=CCOc1c(CNn2cn[nH]c2=S)cccc1OC,3%,-7%,-1%
Cc1nn(C(C)C(=O)NCCCN(Cc2ccccc2)C(C)C)c(=O)c2c1sc1ccccc12 (stereo unspecified),?,-18%,20%
NC(=O)C1(N2CCCCC2)CCN(C(=O)CSc2nc3ccccc3o2)CC1,-20%,nt,0%
CCOC(=O)N1CCC(Nc2nc3ccccc3n3nnnc23)CC1,?,8%,-2%
CCCCOc1ccc(C(=O)NCCc2sc(-c3cccc(F)c3)nc2C)cc1,?,nt,-18%
CCOc1ccc(CCNC(=O)c2ccc(F)c(S(=O)(=O)N3CCOCC3)c2)cc1OCC,?,3%,0%
CC(Oc1ccccc1)c1ccnn1S(=O)(=O)c1ccccc1 (stereo unspecified),-8%,1%,-19%
CC(C)NC(=O)C1CC(=O)N(C(C)c2ccccc2)C1 (stereo unspecified),-26%,8%,-9%
COc1cccc2cc(CC(=O)c3ccc(C)cc3C)c(=O)oc12,?,13%,-23%
COC(=O)C1C(=O)C2=C(CC1C)NC(C)=C(C(=O)OC1CCCCC1)C2c1ccc(N(C)C)cc1 (stereo unspecified),?,7%,13%
COC(=O)c1c(NC(=O)CN(C)CC(=O)Nc2ccc(C)cc2)sc2c1CCC(C)C2 (stereo unspecified),?,nt,-3%
O=C(CCNC(=O)c1ccccc1Cl)Nc1nc(-c2ccc3ccccc3c2)cs1,?,1%,-11%
CCOC(=O)C1=C(C)N=c2s/c(=C/c3cccc([N+](=O)[O-])c3O)c(=O)n2C1c1ccccc1 (stereo unspecified),13µM*,-8%,1%
CCOc1ccc(-n2nc3cc(C)c(N)cc3n2)cc1,1%,?,14%
COc1cc(/C=C/C(=O)O)cc(S(=O)(=O)N2CCCc3ccccc32)c1OC,?,8%,-2%
COc1ccc(NC(=O)CC(C)c2ccccc2)cc1S(=O)(=O)N1CCOCC1 (stereo unspecified),?,nt,-6%
CCOc1ccc(/C=C2\SC(=S)N(CCC(=O)Nc3ccccc3C(=O)O)C2=O)cc1,4%,1%,-3%
COc1ccccc1C(=O)Nc1ccccc1SC,?,10%,-15%

# Compound profiles, as listed above.
# Listed for COC(=O)C1C(=O)C2=C(CC1C)NC(C)=C(C(=O)OC1CCCCC1)C2c1ccc(N(C)C)cc1 (stereo unspecified) : DT40 TDP1 CPT = ?; N370S GC = 7%; FEN1 inh = 13%
# Listed for CCOc1ccc(/C=C2\SC(=S)N(CCC(=O)Nc3ccccc3C(=O)O)C2=O)cc1 : DT40 TDP1 CPT = 4%; N370S GC = 1%; FEN1 inh = -3%
# Listed for COc1ccc(NC(=O)CC(C)c2ccccc2)cc1S(=O)(=O)N1CCOCC1 (stereo unspecified) : DT40 TDP1 CPT = ?; N370S GC = nt; FEN1 inh = -6%

# (listing goes on)
SMILES,DT40 TDP1 CPT,N370S GC,FEN1 inh
NS(=O)(=O)c1cccc(NC(=O)CN2CCN(Cc3ccc4c(c3)OCO4)CC2)c1,5%,-3%,-3%
C/C=C(/C)C(=O)O[C@H]1[C@@H](O)c2c(ccc3ccc(=O)oc23)OC1(C)C,?,13%,-3%
C[C@H]1C(=O)N(C)CCN1C(=O)c1cccc(OC2CCN(CC(C)(C)C)CC2)c1,7%,-3%,20%
CN(C)CCNC(=S)Nc1ccc(Cl)cc1Cl,-8%,-5%,-3%
O=C(c1cc2ccccc2s1)N1CCN(c2ccccn2)CC1,-11%,-9%,12%
CCCCN(C(=O)c1ccc(S(=O)(=O)N2CCC(C)CC2)cc1)C1CCS(=O)(=O)C1 (stereo unspecified),-27%,-14%,8%
COc1ccccc1C1NC=C([N+](=O)[O-])C=C1[N+](=O)[O-] (stereo unspecified),-4%,-8%,-15%
CCS(=O)(=O)N1CCc2cc(C(=O)Nc3ccc(C)c(Cl)c3)ccc21,18µM*,nt,7%
COc1ccc(/C(O)=C2/C(=O)C(=O)N(CCN3CCOCC3)C2c2ccccn2)cc1 (stereo unspecified),-8%,-17%,0%
O=c1c2ccccc2oc2ccc(-c3ccc4cc[nH]c4c3)cc12,?,nt,-15%
CCN1CCN(c2oc(/C=C/c3ccccc3OC)nc2C#N)CC1,?,nt,?
COc1ccccc1NS(=O)(=O)c1cc(NC(=O)C(C)(C)C)ccc1N1CCOCC1,?,-3%,5%

# Among those listed so far, five have an NH in an aromatic ring.
SMILES,DT40 TDP1 CPT,N370S GC,FEN1 inh
Cc1ccc2[nH]cc(CCNC(=O)/C=C/c3ccco3)c2c1,-3%,-5%,9%
CCN(CC)C(=O)[C@H]1CC(CC(=O)NCCc2ccccn2)C(=O)N2CCc3c([nH]c4ccccc34)[C@]12C (stereo partly specified),-13%,nt,-13%
COc1cc(-c2nc(SCC(=O)Nc3ccc4c(c3)OCO4)c(-c3ccccc3)[nH]2)cc(OC)c1OC,?,nt,-20%
C=CCOc1c(CNn2cn[nH]c2=S)cccc1OC,3%,-7%,-1%
O=c1c2ccccc2oc2ccc(-c3ccc4cc[nH]c4c3)cc12,?,nt,-15%

# Later entries.
SMILES,DT40 TDP1 CPT,N370S GC,FEN1 inh
O=C(NC1CCCC1)c1cccc(Cn2cc([N+](=O)[O-])cn2)c1,-1%,12%,-1%
CC1CCN(c2ncnc3nc[nH]c23)CC1,?,-1%,2%
Oc1ccccc1-c1nc(NC2CCCC2)c2ccccc2n1,2%,-12%,-31%
CCn1cc(C(=O)N[C@@H](CCSC)C(=O)NCCCN2CCOCC2)c(=O)c2cc3c(cc21)OCO3,2%,-10%,-1%
CC(=O)Nc1ccc(-c2ccc(NC(C)=O)c(O)c2)cc1O,2%,-6%,-1%
CC(C)CCOc1ccc(C2N=C(N)Nc3nc4ccccc4n32)cc1 (stereo unspecified),?,nt,17%
COc1cc(C2(c3ccc(O)c(OC)c3)C(=O)Nc3c(Br)cc(Br)cc32)ccc1O,-11%,nt,1%
CC(C(=O)N1CCOCC1)N1C(=O)c2cccc3cccc(c23)C1=O (stereo unspecified),-14%,-15%,20%
O=C(Cc1ccccc1)NCC(=O)N/N=C/c1cccs1,-7%,4%,15%
O=C(COC(=O)c1cccnc1Cl)Nc1ccc(N2CCCCC2)cc1,5%,nt,-18%
N#CC(c1ccccc1)c1ccc(=O)[nH]n1 (stereo unspecified),25%,14%,-3%
Cc1c2cnn(CC(=O)Nc3cccc(C(F)(F)F)c3)c(=O)c2c(C)n1Cc1ccccc1Cl,?,nt,-18%
O=C(Nc1ccccc1)c1cccc(C(=O)Nc2ccccc2)n1,-19%,5%,19%
C[N+]1(CC2COC3(CCCCC3)O2)CCCC1 (stereo unspecified),-2%,-1%,0%
COc1ccc(C(=O)C2CCCN(C(=O)Cc3c(C)noc3C)C2)cc1OC (stereo unspecified),5%,-8%,5%
Cc1cc(C)n2nc(C(=O)Nc3ccc4c(c3)OCO4)cc2n1,-2%,12%,-17%
CCOCCCn1c(=S)[nH]c2cc(C(=O)NCCOC)ccc2c1=O,-24%,0%,7%
Cc1onc(-c2c(F)cccc2Cl)c1C(=O)NC(C)c1ccccc1 (stereo unspecified),-1%,-11%,-1%
COc1cc2c(cc1OC)C(CC#N)=NC(C)(C)C2,-10%,2%,-5%
O=C(Cc1ccccc1)c1ccc(Cl)cc1,3%,12%,-4%
Cc1cccc(NC(=O)Nc2cnccn2)c1,1%,-1%,-14%
CCOc1ccc(N2C(=O)S/C(=C\c3cc(OC)c(OC)c(OC)c3)C2=O)cc1,-11%,0%,-2%
CN1CCN(c2ncnc3ccc(-c4ccoc4)cc23)CC1,12µM*,-3%,nt
CCN(CCCNC(=O)c1ccc(Sc2ccc(F)cc2)c(NC(C)=O)c1)c1ccccc1,?,nt,5%

# Structures above with bromine, in the order listed:
SMILES,DT40 TDP1 CPT,N370S GC,FEN1 inh
Fc1cc(Br)ccc1NC(=S)Nc1ccccc1,-8%,4%,-4%
COc1cc(C2(c3ccc(O)c(OC)c3)C(=O)Nc3c(Br)cc(Br)cc32)ccc1O,-11%,nt,1%

# Next section
SMILES,DT40 TDP1 CPT,N370S GC,FEN1 inh
COc1ccc(NCc2nc3ccccc3n2CCOc2ccc(C)cc2)cc1,16µM*,-17%,-22%&-5%
CCCc1nnc(NC(=O)c2c(O)c3c([nH]c2=O)CCCC3)s1,16%,-3%,8%
CN(C)CCN(Cc1ccco1)C(=O)c1oc2ccccc2c1NC(=O)c1cccc(F)c1,?,nt,-1%
Cc1ccc(C2CC(c3cccs3)n3nc(N)nc3N2)cc1 (stereo unspecified),-21%,2%,-10%
Oc1ccccc1-c1cc(C(F)(F)C(F)F)nc(-c2ccccc2)n1,-12%,-18%,-3%
C/C=C/C=[N+](\[O-])C(C)/C(=N/O)c1ccc(F)cc1 (stereo unspecified),-11%,4%,1%
CCCc1ccc(C(=O)O/N=C(\N)c2ccccn2)cc1,?,9%,-3%
Cc1cc(C)n(CC(=O)Nc2cccc(C(F)(F)F)c2)n1,-7%,5%,0%
Cc1ccc(N2CCN(C(=O)N3CCCC3)CC2)cc1Cl,?,9%,16%
O=C(O)c1ccc(Cl)c(S(=O)(=O)N2CCC(Cc3ccccc3)CC2)c1,-9%,13%,11%
Cc1cccc(N(C)S(=O)(=O)c2c(C(=O)N3CCCCCC3)c(C)n(C)c2C)c1,16µM*,nt,3%
CCN=C1S/C(=C\c2sccc2C)C(=O)N1CC,?,17%,-7%
O=C(C1=C(O)C(=O)N(CCOCCO)C1c1cccc([N+](=O)[O-])c1)c1cccs1 (stereo unspecified),2%,-10%,-2%
CCCCCCCCn1c(=O)c(C(=O)OCC)c(O)c2ccccc21,?,16%,-3%
CC(=O)Nc1ccc(-c2csc(NC(=O)C3CCN(S(=O)(=O)c4cccs4)CC3)n2)cc1,16µM*,9%,-6%
O=C(NNS(=O)(=O)c1ccccc1)c1ccc(F)cc1,-3%,-2%,3%
CS(=O)(=O)Nc1ccc(C(=O)Nc2ccccc2-c2ccccc2)cc1,-20%,-4%,2%
CN(CC(=O)Nc1ccc(Cl)c(Cl)c1)C(=O)C1CCCC1,-11%,nt,-2%
CC1Sc2ccc(S(=O)(=O)NCCc3ccc(S(N)(=O)=O)cc3)cc2NC1=O (stereo unspecified),-27%,-3%,-7%
Cc1c(NC(=O)C2(c3ccccc3)CCCC2)c(=O)n(-c2ccccc2)n1C,13%,-1%,-10%
CN(Cc1ccccc1)C(=O)c1ccccc1C(=O)OCC(=O)N(Cc1ccccc1)C(C)(C)C,23µM*,nt,6%
COc1ccc(/C=C(\NC(=O)c2ccc([N+](=O)[O-])cc2)C(=O)NCCN2CCOCC2)cc1,3%,-6%,-1%
COc1cccc(NC(=O)COc2ccccc2)c1,-2%,-11%,-1%
Cc1ccc(NS(=O)(=O)c2ccc(C(=O)OCC(=O)NCC3CCCO3)cc2)cc1 (stereo unspecified),-2%,-2%,14%
COc1ccc(C(=O)NC(=S)Nc2ccccc2[N+](=O)[O-])cc1OC,7%,2%,8%
Cc1cc(=O)[nH]c2nnc(SCC(=O)N3CC(C)OC(C)C3)n12 (stereo unspecified),0%,-2%,0%
Cc1cccc2cc(CN(CC3CCCO3)C(=O)c3cccnc3)c3nnnn3c12 (stereo unspecified),-11%,3%,5%
CSc1nc(NC2CCCC2)c([N+](=O)[O-])c(NC2CCCC2)n1,3%,-3%&9%,nt
